High-throughput results (PubChem BioAssay)
JMJD2C inh: human JMJD2C demethylase inhibition | inhibition, % at 2.35 µM | GST-JMJD2C(1-420) H3K9me3 demethylation, DELFIA europium | Q9H3R0 | 330,000 tested, 0.069% active;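 active means more than half of a compound's replicate wells show inhibition beyond 50%, single wells judged on their own value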;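 further: signal counts dimethyl H3K9 product captured on neutravidin plate; 0% = median of DMSO wells and 100% = 0.3 times that DMSO median; strong numbers were not always called active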
Target sequence (Q9H3R0 1-420 limits assumed): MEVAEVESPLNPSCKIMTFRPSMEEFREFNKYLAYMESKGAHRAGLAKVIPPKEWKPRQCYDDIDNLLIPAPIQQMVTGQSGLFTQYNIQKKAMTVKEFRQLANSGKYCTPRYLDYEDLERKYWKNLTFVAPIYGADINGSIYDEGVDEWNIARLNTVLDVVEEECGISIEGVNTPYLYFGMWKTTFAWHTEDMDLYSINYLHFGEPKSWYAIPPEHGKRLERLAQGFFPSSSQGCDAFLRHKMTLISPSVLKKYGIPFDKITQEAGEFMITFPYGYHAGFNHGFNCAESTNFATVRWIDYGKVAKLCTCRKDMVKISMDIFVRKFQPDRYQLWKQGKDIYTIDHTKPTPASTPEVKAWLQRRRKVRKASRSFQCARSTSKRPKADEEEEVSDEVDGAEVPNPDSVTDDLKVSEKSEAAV
PP1 inh: PP1-alpha (human) inhibition in PP5 counter-screen. P62136. purified PP1alpha, OMFP fluorescence. inhibition, % at 6.7 µM. 320,000 tested, 0.9% active;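 active means inhibition above the mean inhibition of all tested compounds plus 3 SD, computed separately for each screening campaign, cut at about 15% in these data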
Target sequence (P62136 whole entry, looked up): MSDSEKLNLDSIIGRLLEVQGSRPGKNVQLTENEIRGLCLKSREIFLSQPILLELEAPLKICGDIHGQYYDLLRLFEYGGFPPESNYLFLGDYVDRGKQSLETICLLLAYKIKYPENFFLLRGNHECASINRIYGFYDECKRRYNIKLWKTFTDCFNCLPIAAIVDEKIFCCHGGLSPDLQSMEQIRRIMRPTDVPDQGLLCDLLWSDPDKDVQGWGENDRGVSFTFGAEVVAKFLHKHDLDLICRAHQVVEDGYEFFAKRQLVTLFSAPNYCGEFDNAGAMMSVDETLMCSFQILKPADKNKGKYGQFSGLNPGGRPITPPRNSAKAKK
PP5 primary: PP5 (human) phosphatase inhibition | inhibition, % at 6.7 µM | 320,000 tested, 0.18% active | P53041 | AID 1987 | purified PP5c, OMFP substrate fluorescence;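 active means inhibition above the campaign's mean inhibition across all tested compounds plus 3 SD, cut at about 9.5% in these data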;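 further: 0% = DMSO only and 100% = 100 µM cantharidin control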
Efflux pump mplx: blocks antifungal efflux pumps in multiplex yeast assay; S. cerevisiae Candida pump triplex, Nile Red efflux; inhibition, % at 10 µM; 330,000 tested, 0.44% active; AID 485275;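 active means plate passing quality check with inhibition over a set limit, or well fluorescence over plate mean plus 4 SD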;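 further: Nile Red retained in pooled yeast measured as flow cytometry median fluorescence; 0% = buffer negative control and 100% = Enniatin B positive control; higher means more Nile Red kept so more efflux inhibition; some compounds called inactive have numbers as strong as hits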
TPT1 inh: blocks Candida albicans tRNA 2'-phosphotransferase; recombinant caTPT1, FP RNA substrate dephosphorylation; inhibition, % at 5 µM; 300,000 tested, 0.81% active; AID 1962;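 active means inhibition above the mean of all tested compounds plus 3 SD, set per screening campaign, cut at about 24% in these data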;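 further: plate controls were DMSO alone for no effect and ferristatin control at 100 nM for full effect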
Fh CTSL1 inh: blocks F. hepatica cathepsin L1 in PFM18AAP counter-screen; recombinant F. hepatica cathepsin L1, Z-Leu-Arg-MCA fluorescence; inhibition, % at 5.96 µM; 300,000 tested, 0.49% active;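 active means inhibition above the mean of all tested compounds plus 3 SD, set per screening campaign, cut at about 17% in these data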;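 further: 0% = plate median of test compound wells and 100% = 1 µM Z-Phe-Ala-diazomethylketone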
HCV core dimer: blocks dimerization of HCV core protein; inhibition, % at 5 µM; 300,000 tested, 0.33% active; AID 1899; TR-FRET GST/Flag-core106 dimerization, 1536-well;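 active means inhibition above the mean of all tested compounds plus 3 SD, set per screening campaign, cut at about 45% in these data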
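System – GST-tagged and Flag-tagged HCV core protein residues 1-106 · Repeats – one well for each compound · Technique – TR-FRET 671 and 617 nm emission · Doses – one concentration, 5 µM, in 0.5% DMSO · Times – 4 h, 22.5 °C incubation · Also added – Eu donor and XL665 acceptor anti-tag antibodies · Measure – percent inhibition of core106 dimerization signal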
PREPL inhibitor: human PREPL enzyme inhibition; Q4J6C6; recombinant PREPL, fluorescence polarization activity-based probe; inhibition, % at 5.96 µM; 320,000 tested, 0.68% active; AID 2751; in the data active means inhibition above about 43%;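 further: 0% = enzyme with DMSO and 100% = wells lacking enzyme; many of its hits are not listed in these tables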
LYPLA2 inh: blocks human lysophospholipase 2, a PME1 counter-screen; O95372; 320,000 tested, 0.38% active; AID 2177; recombinant LYPLA2, FP-Rh probe fluorescence polarization; inhibition, % at 5.9 µM;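 active means inhibition above the screen-wide mean plus 3 SD, limit set per campaign, cut at about 26% in these data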;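 further: 0% = LYPLA2 with DMSO and 100% = wells lacking LYPLA2 enzyme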
Target sequence (O95372 whole entry, looked up): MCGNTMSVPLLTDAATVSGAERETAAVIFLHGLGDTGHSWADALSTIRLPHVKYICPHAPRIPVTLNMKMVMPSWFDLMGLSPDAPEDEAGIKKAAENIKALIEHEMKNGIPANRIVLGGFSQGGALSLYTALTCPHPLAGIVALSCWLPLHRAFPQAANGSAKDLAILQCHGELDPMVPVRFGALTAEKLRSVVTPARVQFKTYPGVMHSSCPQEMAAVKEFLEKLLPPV
Numbers without * were called inactive; · = no result given. An excerpt; rates above refer to the full screens.

entry | structure | HCV core dimer | Fh CTSL1 inh | PP5 primary | LYPLA2 inh | JMJD2C inh | PREPL inhibitor | Efflux pump mplx | PP1 inh | TPT1 inh
1 | COC(=O)Cc1c(C)c2c(O)cc(C)cc2oc1=O | 0 | 0 | -1.8 | -1 | 8 | 0 | -0.3 | -1 | -4
2 | NC(=O)c1ccccc1NC(=O)CN1CCN(Cc2ccccc2)CC1 | -5 | -5 | 0.4 | -2 | -1 | 0 | 0.2 | 0 | -3
3 | CCOC(=O)C1CCN(C(=O)COC(=O)c2cc([N+](=O)[O-])ccc2N2CCOCC2)CC1 | -3 | 4 | -1.1 | -3 | 8 | -7 | 0.1 | -5 | -4
4 | CC(=O)N1c2ccc(S(=O)(=O)N3CCC(C(=O)NCc4ccc(C)cc4)CC3)cc2CC1C (stereo not given) | 2 | -8 | 1.0 | -5 | -5 | 5 | 0.7 | 4 | 0
5 | CCC(=O)OCCn1c(=O)c2cc3c(=O)n(CCOC(=O)CC)c(=O)c3cc2c1=O | -5 | 2 | 0.4 | 0 | 10 | 6 | -0.1 | -4 | -2
6 | CCC(=O)Nc1ccc(C2=Nn3c(nnc3C(C)C)SC2)cc1 | 11 | -4 | 3.1 | -13 | 2 | -1 | 3.9 | 5 | 4
7 | O=C(CSc1nc2ccccc2c(=O)[nH]1)c1ccccc1 | -4 | 4 | 0.2 | 2 | 0 | 10 | -0.1 | -4 | -6
8 | O=C(CCS(=O)(=O)c1ccccc1)N(CCCN1CCOCC1)c1nc2c(F)cccc2s1 | -7 | -3 | 3.1 | 4 | -31 | -38 | -0.1 | 1 | -7
9 | Cc1[nH]c(C(=O)O)c(C)c1C(=O)OC(C)C | 3 | -1 | -0.1 | 8 | 20 | 7 | 0.1 | -2 | 5
10 | CC(C)NC(=O)Cn1c(SCC(=O)N2c3ccccc3CC2C)nc2ccccc21 (stereo not given) | 2 | 5 | 5.0 | -1 | -6 | 1 | 0.1 | 2 | 0
11 | Cc1ccc(N=c2c([N+](=O)[O-])nn(-c3ccc(Cl)cc3)n2O)cc1C | 1 | 1 | 1.7 | 0 | 7 | 20 | 0.0 | 0 | 1
12 | CS(=O)(=O)N1CCN(C(=O)COc2ccccc2)CC1 | -2 | 0 | -0.5 | -4 | 10 | 1 | -0.1 | -2 | -4
13 | Cc1ccc(Sc2ccc(CO)cc2[N+](=O)[O-])cc1 | -2 | 0 | 4.1 | 16 | -1 | 8 | 0.0 | -1 | -2
14 | CC(=O)N(C)c1ccc(NC(=O)Cc2cccs2)cc1 | 13 | -19 | 3.4 | -5 | 1 | 3 | 0.0 | -4 | 2
15 | COc1ccc(NC(=O)CC(=O)Nc2ccc(OC)cc2)cc1 | 1 | -7 | 0.3 | 2 | -5 | -4 | 0.0 | -5 | -1

Four of the compounds above, as labelled records.
12	CS(=O)(=O)N1CCN(C(=O)COc2ccccc2)CC1
  HCV core dimer: -2; Fh CTSL1 inh: 0; PP5 primary: -0.5; LYPLA2 inh: -4; JMJD2C inh: 10; PREPL inhibitor: 1; Efflux pump mplx: -0.1; PP1 inh: -2; TPT1 inh: -4

13	Cc1ccc(Sc2ccc(CO)cc2[N+](=O)[O-])cc1
  HCV core dimer: -2; Fh CTSL1 inh: 0; PP5 primary: 4.1; LYPLA2 inh: 16; JMJD2C inh: -1; PREPL inhibitor: 8; Efflux pump mplx: 0.0; PP1 inh: -1; TPT1 inh: -2

14	CC(=O)N(C)c1ccc(NC(=O)Cc2cccs2)cc1
  HCV core dimer: 13; Fh CTSL1 inh: -19; PP5 primary: 3.4; LYPLA2 inh: -5; JMJD2C inh: 1; PREPL inhibitor: 3; Efflux pump mplx: 0.0; PP1 inh: -4; TPT1 inh: 2

15	COc1ccc(NC(=O)CC(=O)Nc2ccc(OC)cc2)cc1
  HCV core dimer: 1; Fh CTSL1 inh: -7; PP5 primary: 0.3; LYPLA2 inh: 2; JMJD2C inh: -5; PREPL inhibitor: -4; Efflux pump mplx: 0.0; PP1 inh: -5; TPT1 inh: -1

Carrying on.
entry | structure | HCV core dimer | Fh CTSL1 inh | PP5 primary | LYPLA2 inh | JMJD2C inh | PREPL inhibitor | Efflux pump mplx | PP1 inh | TPT1 inh
16 | O=C1CC(c2cccc(F)c2)SC(N(c2ccccc2)c2ccccc2)=N1 (stereo not given) | 11 | 9 | -0.6 | 3 | -5 | 8 | 0.0 | 0 | -2
17 | CC(=O)NCCNC(=O)C1CCCCN1S(=O)(=O)c1ccccc1 (stereo not given) | -4 | 4 | 1.5 | 2 | -1 | 16 | -0.4 | 1 | -2
18 | Cc1ccc(Cc2nnc(SCC(=O)Nc3ccccc3)[nH]c2=O)cc1 | 3 | -1 | -1.2 | 0 | -4 | -9 | -0.1 | -4 | -1
19 | Cc1ccc(N(C)S(=O)(=O)c2cccc(C(=O)Nc3ccc(N4CCOCC4)cc3)c2)cc1 | · | · | 3.2 | -3 | 2 | 14 | 0.8 | 6 | ·
20 | COc1cccc(N2CC(C(=O)OC(C)C(=O)c3ccccc3)CC2=O)c1 (stereo not given) | -2 | -40 | 8.9 | 8 | -2 | 3 | 0.0 | -3 | -2
21 | Cc1noc(C)c1CSCC(=O)N(C)CC(=O)Nc1ccc(F)c(F)c1F | -2 | 5 | -0.2 | -1 | -2 | -9 | 0.0 | -4 | -1
22 | O=C(OCC(=O)N1CCCC1)c1c[nH]c2ccccc12 | · | · | -2.1 | 1 | 3 | -1 | 0.0 | -3 | ·
23 | COc1ccc(N2CC(C(=O)NCCC3=CCCCC3)CC2=O)c(OC)c1 (stereo not given) | -1 | 1 | 0.0 | 7 | 3 | 3 | 0.0 | -4 | 0
24 | Cc1ccc(OCC(=O)N2CCN(c3ccc([N+](=O)[O-])c(N4CCOCC4)c3)CC2)cc1 | -2 | 5 | 2.8 | 8 | 9 | 27 | 0.3 | 7 | 31*
25 | CCc1cc(=O)n2[nH]c(-c3ccccc3)c(-c3ccccc3)c2n1 | 2 | 1 | 1.8 | -2 | 4 | -11 | -0.2 | 22* | 0
26 | CCCCn1c(CCNC(=O)CCC)nc2ccccc21 | 5 | 1 | -1.1 | 0 | -5 | 1 | 0.0 | 0 | -2
27 | CN(Cc1cnn(C)c1)C(=O)CC1C(=O)NCCN1Cc1cccc(Oc2ccccc2)c1 (stereo not given) | -2 | -3 | -0.3 | -4 | -11 | 2 | 0.3 | -4 | 0
28 | Nc1cccnc1Sc1ccccc1 | -3 | -2 | -0.5 | -4 | 1 | -1 | 0.0 | -2 | 1
29 | CN1C(=O)/C(=C/c2ccccc2OCc2ccccc2F)NC1=S | 13 | 9 | 2.6 | -13 | 1 | -16 | 0.2 | 2 | -9
30 | Cc1cc(NCc2ccccn2)ccc1Br | -8 | -2 | 1.4 | 6 | 1 | -4 | 0.1 | 0 | 2

entry | structure | HCV core dimer | Fh CTSL1 inh | PP5 primary | LYPLA2 inh | JMJD2C inh | PREPL inhibitor | Efflux pump mplx | PP1 inh | TPT1 inh
31 | COC(=O)c1ccc(CSc2nncn2N)cc1 | -2 | -5 | 1.1 | -7 | 10 | -3 | 0.0 | -6 | -2
32 | CCCCCC(=O)N/N=C(\C)c1ccc(Cl)cc1 | 1 | -15 | 1.3 | -6 | -1 | 9 | 9.8* | 6 | -10
33 | Cc1cc(N2CCOCC2)c2c(N)cc(C)c(C)c2n1 | -6 | 6 | 0.3 | 2 | -2 | 6 | 0.0 | -2 | -2
34 | O=C1c2ccccc2C(=O)C12OC2c1ccc(Cl)cc1Cl (stereo not given) | -8 | -1 | 1.4 | -3 | 8 | -10 | 0.0 | -4 | 1
35 | CCOC(=O)CCSCC(=O)Nc1nnc(C)s1 | -4 | 1 | 2.1 | 0 | 4 | 6 | -0.1 | -1 | -3
36 | CCc1[nH]nc2c1C1(C(=O)N(Cc3ccccc3)c3ccccc31)C(C#N)=C(N)O2 (stereo not given) | 1 | -1 | 2.2 | 1 | -7 | 6 | 0.0 | 3 | -2
37 | O=C(O)c1ccc2c(c1)C(=O)N(c1ccc(OCc3ccccc3)cc1)C2=O | -2 | 5 | 2.1 | 11 | 0 | 21 | 0.0 | -8 | -4
38 | NC(=O)c1ccccc1OCCOc1ccc(Br)cc1 | 6 | -3 | 4.2 | 6 | 8 | 9 | 0.1 | 0 | 0
39 | O=C(O)CC(=O)Nc1cc(Cl)ccc1O | -2 | -6 | 1.8 | -1 | -1 | 2 | -0.1 | 0 | -2
40 | N#Cc1c2n(c(=S)n(-c3ccccc3)c1=O)CCCCC2 | -4 | -2 | 2.2 | 4 | -11 | -1 | -0.1 | 1 | -4
41 | CCOC(=O)c1ccc2nc(NC(=O)C(C)C)sc2c1 | 7 | 5 | 0.2 | -2 | 2 | 2 | -0.2 | -1 | -1
42 | NCCCC(=O)N1c2ccccc2Sc2ccc(Cl)cc21 | 1 | -2 | 2.8 | -2 | -2 | -18 | 0.1 | -3 | 1
43 | COc1ccc(C)cc1NC(=O)c1ccc(NS(=O)(=O)c2cccs2)cc1 | 2 | 6 | 2.2 | 2 | -24 | 15 | -0.1 | 3 | 4
44 | COc1ccc(NC(=O)C2CCCN2C(=O)NC2CCCCC2)cc1 (stereo not given) | -13 | 5 | -6.9 | -2 | 35 | 5 | -0.4 | -4 | -7
45 | COc1ccccc1NC(=O)C(=O)N/N=C(\C)CC(=O)Nc1ccccn1 | 13 | 0 | 0.3 | 0 | 2 | 4 | -0.1 | -3 | 5

Values in list order from the list.
Fh CTSL1 inh, entries 31 to 36, in order: -5, -15, 6, -1, 1, -1
TPT1 inh, entries 31 to 36, in order: -2, -10, -2, 1, -3, -2

2 of the compounds above, field by field.
44	COc1ccc(NC(=O)C2CCCN2C(=O)NC2CCCCC2)cc1 (stereo not given)
  HCV core dimer: -13	Fh CTSL1 inh: 5	PP5 primary: -6.9	LYPLA2 inh: -2	JMJD2C inh: 35	PREPL inhibitor: 5	Efflux pump mplx: -0.4	PP1 inh: -4	TPT1 inh: -7

43	COc1ccc(C)cc1NC(=O)c1ccc(NS(=O)(=O)c2cccs2)cc1
  HCV core dimer: 2	Fh CTSL1 inh: 6	PP5 primary: 2.2	LYPLA2 inh: 2	JMJD2C inh: -24	PREPL inhibitor: 15	Efflux pump mplx: -0.1	PP1 inh: 3	TPT1 inh: 4

Other entries follow:
entry | structure | HCV core dimer | Fh CTSL1 inh | PP5 primary | LYPLA2 inh | JMJD2C inh | PREPL inhibitor | Efflux pump mplx | PP1 inh | TPT1 inh
46 | CN1C(=O)C(CC(=O)O)S/C1=N\N=C\c1ccc(O)cc1O (stereo not given) | -1 | 2 | -2.4 | 1 | 3 | 5 | 0.2 | -5 | -5
47 | Cc1ccc(Cn2nc(C)c(NC(=O)C3(C)CC3(Br)Br)c2C)cc1 (stereo not given) | 0 | -5 | -0.5 | -2 | -2 | 2 | 0.0 | -6 | -1
48 | COc1ccc(S(=O)(=O)N[C@H](C(=O)N2CC[C@@]3(O)CCCC[C@H]3C2)c2ccccc2)cc1 | -5 | -1 | -1.1 | 4 | -1 | 0 | -0.1 | -3 | 0
49 | CCCC(C)c1nnc(NC(=O)CN2C(=O)c3ccccc3C2=O)s1 (stereo not given) | -2 | -4 | -1.9 | 7 | -8 | 4 | 0.0 | 1 | 1
